High-throughput results (PubChem BioAssay)
TDP-43 yeast inh: inhibitors of TDP-43 toxicity in yeast. TDP-43 expressing yeast growth rescue, BacTiter-Glo, 24 h. Potency, µM (doses to about 46.1 µM), without a hit: at the highest dose growth rescue (activation), most hits filed as activators. actives 1.8% (n = 410,000); note: potency is the fitted concentration of half-maximal effect; % of control where 0% means no effect; nearly all actives have a fitted effect of over 50% in size
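In this qHTS, compounds that restore growth of yeast expressing TDP-43 appear as activators. Cells (OD600=0.02, galactose medium, raffinose-pregrown) are incubated with compound 24 hr at 30 deg C and growth is quantified by BacTiter-Glo.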
DRD3 antagonist: D3 dopamine receptor (human) antagonism; P35462; D3R cells, DiscoveRx beta-arrestin luminescence, antagonist mode; active compounds read low; max response, negative = inhibition, %; actives 2.5% (n = 360,000); in the data active = max response below about -50%; inconclusive = no clear call, values can overlap the other calls; note: % is set by controls: 0 for no effect and ±100 for the full control effect; mostly tested at two doses, the higher about 12 µM
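Cells expressing the human receptor were seeded at 1500 cells/well, incubated overnight at 37 degrees C in 5% CO2, then exposed to library compounds with dopamine controls for 90 minutes at 37 degrees C before luminescent detection.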
GLP-1R agonist: GLP-1 receptor (human) agonism; P43220; HEK293 GLP-1R CRE-luciferase, luminescence, 4-6 h; cells express a hypersensitive GLP-1R form; AID 624172; Potency, µM (highest dose often 45.6 µM), without a hit: at the highest dose activation, hits mostly activators; actives 0.007% (n = 380,000); note: potency is the fitted concentration of half-maximal effect; % of control where 0% means no effect
Target sequence (P43220 whole entry, looked up): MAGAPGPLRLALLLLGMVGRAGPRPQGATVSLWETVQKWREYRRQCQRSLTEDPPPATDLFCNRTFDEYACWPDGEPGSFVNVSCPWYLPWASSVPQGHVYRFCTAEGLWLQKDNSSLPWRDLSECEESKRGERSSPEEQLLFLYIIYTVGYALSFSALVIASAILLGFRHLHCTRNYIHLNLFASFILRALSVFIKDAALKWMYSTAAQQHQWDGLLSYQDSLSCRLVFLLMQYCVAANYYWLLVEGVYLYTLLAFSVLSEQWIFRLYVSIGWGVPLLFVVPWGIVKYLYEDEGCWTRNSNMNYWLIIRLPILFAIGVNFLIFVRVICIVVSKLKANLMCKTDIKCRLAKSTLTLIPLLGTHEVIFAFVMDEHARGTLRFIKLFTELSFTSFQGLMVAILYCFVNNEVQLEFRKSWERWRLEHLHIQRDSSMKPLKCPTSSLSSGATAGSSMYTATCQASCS
Abeta yeast res: compounds reversing amyloid beta toxicity in yeast; yeast expressing A-beta42, growth rescue, OD600, 48 h; response scale: 0% DMSO, 100% iron-clioquinol control; actives 0.063% (n = 410,000); Potency, µM (titrated, usually from 46.1 µM), inactives show at the top dose growth rescue, actives largely listed as activators; AID 1347071; note: potency is the fitted concentration of half-maximal effect; nearly all actives have a fitted effect of over 55% in size
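Yeast growth medium received pinned compounds, then yeast cells expressing toxic A-beta were added; plates incubated at 30 C for 48 hr. Growth read as absorbance at 600 nm, normalized to DMSO and equimolar FeCl3 plus clioquinol controls.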
FUS suppressor: rescues growth of FUS-expressing yeast. S. cerevisiae FUS-expressing, growth rescue, OD600, 24 h. Potency, µM (highest dose often 76.6 µM), for inactives: at the top dose growth rescue (activation), actives largely listed as activators. actives 0.24% (n = 390,000). AID 1347120;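 note: potency is the fitted concentration of half-maximal effect; plate controls were DMSO vehicle for no effect and reference control for full effect; nearly all actives have a fitted effect of over 55% in size; some results filed as inactive show a strong effect at the top dose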
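Quantitative HTS measuring growth restoration of FUS-toxic yeast. Galactose-induced cells (OD 0.005) were exposed 24hr at 30C to compounds at several concentrations, then absorbance at 600 nm was recorded.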
PTHR1 ag: agonists of human PTHR1 parathyroid hormone receptor | actives 0.075% (n = 410,000) | Potency, µM (highest dose often 115 µM), for inactives: at the highest dose activation, usual class: activators | Q03431 | HEK293 GP2 PTHR1 cells, GloSensor cAMP luminescence, 1 h; note: potency is the fitted concentration of half-maximal effect; nearly all actives have a fitted effect of over 55% in size; some results filed as inactive show a strong effect at the top dose; inactives centre near -15; many of its hits are not listed in these tables
Target sequence (Q03431 whole entry, looked up): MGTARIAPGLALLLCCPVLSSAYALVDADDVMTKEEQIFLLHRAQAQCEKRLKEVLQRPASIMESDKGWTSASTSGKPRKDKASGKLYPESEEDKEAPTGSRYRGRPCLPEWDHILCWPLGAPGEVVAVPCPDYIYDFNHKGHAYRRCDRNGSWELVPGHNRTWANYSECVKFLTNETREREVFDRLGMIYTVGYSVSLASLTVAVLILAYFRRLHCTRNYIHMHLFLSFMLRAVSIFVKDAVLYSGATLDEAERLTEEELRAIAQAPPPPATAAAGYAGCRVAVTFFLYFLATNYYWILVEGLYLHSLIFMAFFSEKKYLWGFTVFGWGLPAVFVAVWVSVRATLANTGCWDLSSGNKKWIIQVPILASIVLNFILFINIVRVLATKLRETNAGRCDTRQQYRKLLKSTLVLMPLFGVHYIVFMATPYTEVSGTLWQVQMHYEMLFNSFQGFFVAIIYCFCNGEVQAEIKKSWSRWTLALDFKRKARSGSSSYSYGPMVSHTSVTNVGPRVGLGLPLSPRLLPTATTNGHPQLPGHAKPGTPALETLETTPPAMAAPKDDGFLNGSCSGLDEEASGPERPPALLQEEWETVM
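HEK-293-derived GP2 cells expressing PTHR1 and a GloSensor cAMP reporter, 3,000/well, plated overnight, given luciferin plus IBMX (each 0.5 mM as added) for 1 h at 37 °C, then compound for 1 h at 37 °C. Luminescence was read after 15 min at room temperature.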
GLP1R inv ag: inverse agonists of human GLP-1 receptor; Potency, µM (top dose mostly 38.3 µM), for the others: at the top dose activity change, negative = inhibition, hits mostly inhibitors; actives 1.6% (n = 410,000); P43220; HEK293 GLP-1R CRE-luciferase, luminescence, 24 h; GLP-1R form is constitutively active; note: potency is the fitted concentration of half-maximal effect; % is set by controls: 0 for no effect and ±100 for the full control effect; nearly all actives have a fitted effect of over 55% in size
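Stable HEK293 clone (constitutively active GLP-1R + cAMP-response luciferase); 200 cells/uL plated, 12 h pre-culture, compound 24 hr, 37 deg C/5% CO2; detection reagent 12 min RT; luminescence.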
aSyn rescue: rescues yeast growth from alpha-synuclein toxicity; Yeast expressing alpha-synuclein, growth rescue, BacTiter-Glo, 24 h; Potency, µM (doses to about 46.1 µM), inactives show at the top dose growth rescue (activation), hits mostly activators; actives 0.14% (n = 370,000); note: potency is the fitted concentration of half-maximal effect; % of control where 0% means no effect; nearly all actives have a fitted effect of over 65% in size
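Rescue of yeast growth: cells expressing toxic alpha-synuclein, induced in galactose at OD600 0.02, incubated with compound 24 h at 30 C. ATP luminescence quantified growth; inhibitors of toxicity appear as activators.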
Akt phos inh: Akt phosphorylation inhibition | Neuro2A IGF-stimulated pAkt S473 HTRF, 20 min; active compounds read low | activity change, % for hits at 50 µM | actives 0.32% (n = 360,000) | AID 651550; in the data active = activity change below about -80%; inconclusive = mostly about -51% to -80%; note: % is set by controls: 0 for no effect and ±100 for the full control effect
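Single-point screen (50 µM final compound) in Neuro2A cells stimulated 20 min with 6 nM IGF at 37 deg C. After lysis, Ser473-phosphorylated Akt read by HTRF (ex 330 nm, em 615/665 nm) as the 665/615 ratio.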
* hit, by the source's call; i = inactive; ? = inconclusive; nt = no result given; [ ] = remark or other dose. Unless noted, calls come from the whole dose curve; as a rule, active = well fitted curve in the direction sought with a large enough effect; inconclusive = small, poorly fitted or top-dose-only effect, or another doubt; inactive = no such curve, though single readings can be large; an effect the other way counts as inactive or inconclusive.

Each structure is followed by: TDP-43 yeast inh | DRD3 antagonist | GLP-1R agonist | Abeta yeast res | FUS suppressor | PTHR1 ag | GLP1R inv ag | aSyn rescue | Akt phos inh
#1 Cc1cc(=O)oc2cc(OC(C)C(=O)NCCCN3CCCC3=O)c(Cl)cc12 (stereo unspecified)
→ 0% | 6 | -1% | -1% | -4% | i | 20% | 0% | i
#2 Cc1cc(C)nc(NC(=O)c2c(-c3ccccc3Cl)noc2C)c1
→ 26% | -13 | -13% | -4% | nt | -19% | -29% | 0% | i
#3 CCOC(=O)NCN1C(=O)C2C3C=CC(C3)C2C1=O (stereo unspecified)
→ -6% | -1 | 3% | -6% | 34% | -22%[57.5 µM] | 1% | -1% | i
#4 CC(C)C(=O)NC(=S)Nc1ccc(S(=O)(=O)NC2CCCCC2)cc1
→ 30% | -17 | 4% | 0% | 18% | -23% | 10µM* | 0% | i
#5 O=S(=O)(c1ccc(Cl)cc1)c1nc(-c2ccco2)oc1N1CCCCC1
→ -27% | 9 | 5% | -4% | nt | -14% | 7% | -3% | i
#6 O=C(c1cc(-c2ccc(Br)cc2)on1)N1CCCCCC1
→ -5% | 0 | 4% | -1% | -7% | -1% | 18% | 0% | i
#7 CC(C)(C)OC(=O)C[C@@H]1C/C=C\C[C@@H](CC(=O)N(CCO)Cc2ccccc2)C(=O)N[C@H](Cc2c[nH]c3ccccc23)COC1=O
→ 19% | 27 | 8% | -4% | ? | -11% | ? | 2% | i
#8 Cc1nc(Cl)c(N=Cc2cccc([N+](=O)[O-])c2)c(Cl)n1
→ -1% | 1 | -1% | -3% | -3% | i | 15% | 2% | i
#9 NS(=O)(=O)c1ccc(NC(=S)NC(=O)c2ccc(-c3ccccc3)cc2)cc1
→ -15% | -14 | -9% | 2% | nt | -22% | 7% | 12% | i
#10 CC1(c2nnnn2-c2ccc3c(c2)OCCO3)CCC(=O)N1C1CCN(Cc2ccccc2)CC1 (stereo unspecified)
→ 19% | 2 | -3% | -6% | 5% | -38%[inhibitor] | 8% | -14% | i
#11 CC(C)(C)c1ccc(OCC(=O)NN2Cc3ccccc3C2=N)cc1
→ -10%[0.397 µM] | -1 | 8% | -17% | 13% | i | ? | -8% | i
#12 CCOc1ccc(CCNS(=O)(=O)c2c(C)nc3sc(C)cn3c2=O)cc1OCC
→ 6% | nt | nt | -11% | -11% | 20% | 35%[activator] | nt | nt
#13 N#Cc1ccc(Nc2nc(-c3ccccc3)cs2)cc1
→ 3.2µM* | 36 | -1% | 11% | -11% | -6% | ? | 0% | i
#14 Cc1cc(=O)n2nc(N3CCC(C(=O)NCCc4ccccc4)CC3)sc2n1
→ 3% | 13 | 34% | -2% | -3% | i | -2% | 0% | i
#15 COc1ccc(NC(=O)CN2C(=O)NC(c3ccccc3)(c3ccccc3)C2=O)cc1
→ -16% | 0 | 9% | -5% | 20% | i | ? | -12% | i
#16 CCCCOc1ccc(C(=O)NCc2ccco2)cc1
→ ? | -19 | 4% | -1% | 18% | i | -10% | -6% | i
#17 CC(=O)N1C(C(=O)O)CSC1c1ccc(C)cc1 (stereo unspecified)
→ 14% | 0 | -5% | -10% | -2% | 2% | 45%[activator] | -1% | i
#18 CC1C2NC(=O)N(Cc3ccccc3)C1(C)Oc1ccccc12 (stereo unspecified)
→ 4% | -5 | 4% | 23% | -1% | -44%[inhibitor] | -6% | 5% | i
#19 COC(=O)c1ccccc1OCCOc1ccccc1C(=O)OC
→ 18% | 31 | 26% | -11% | 5% | i | -12% | -6% | i
#20 CCc1cc(C(=O)N(C)CC(=O)N(CC(C)C)c2c(N)n(CC(C)C)c(=O)[nH]c2=O)sc1C
→ -5% | 4 | -1% | 7% | 33% | i | 6% | 4% | i
#21 CC(C)c1nnc(NC(=O)Cc2cccs2)s1
→ -10% | ? | -1% | 6% | -30% | i | 11% | -1% | i
#22 CCCCN1C[C@H](COC(=O)CCC)Oc2cccc(F)c2S1(=O)=O
→ 25% | 13 | 8% | 17% | 11% | -23% | 9% | 0% | i
#23 COc1ccccc1NC(=O)Nc1ccc(C(=O)N2CCCCC2)cc1
→ 3% | -9 | 8% | -17% | 9% | -6% | 8.9µM* | -17% | i
#24 O=C(NC(CC(=O)N1CCN(c2ccccc2)CC1)c1ccccc1)c1ccccc1 (stereo unspecified)
→ ? | 12 | 5% | 1% | 15% | -62%[inhibitor] | -21% | 3% | i
#25 O=C(NNC(=O)c1ccccc1[N+](=O)[O-])c1ccccc1[N+](=O)[O-]
→ 11%[9.22 µM] | -15 | 0% | -7% | 1% | -15% | -3% | -1% | i
#26 O=C(Nc1ccccc1N1CCOCC1)c1ccc(Br)o1
→ -12% | -21 | 21% | -19% | 4% | -1%[57.5 µM] | 0% | -12% | i
#27 Cc1ccc(S(=O)(=O)N2CCN(C(=O)CN3CCCSc4ccccc43)CC2)cc1
→ ? | -55* | 0% | ? | ? | -5% | ? | 2% | i
#28 O=c1cc(O)c2ccc(O)cc2o1
→ 14µM* | -3 | -3% | -46%[inhibitor] | -25% | -1% | -4% | ? | i
#29 CCOC(=O)C1=C(CSCC(=O)OC)NC(=O)NC1c1cc(C)ccc1C (stereo unspecified)
→ -15% | 13 | 0% | -8% | 25% | ? | 0% | 13% | i
#30 Cc1cc(NC(=O)CSc2cc(Cl)ccc2Cl)n(-c2ccccc2)n1
→ 13µM* | -14 | -3% | -12% | 41% | -60%[inhibitor] | ? | 16% | i
#31 COCc1nc2ccccc2n1Cc1ccc(Br)cc1
→ 2% | 12 | 13% | 25% | 9% | -39%[inhibitor][57.5 µM] | ? | 17% | i
#32 O=C(CCl)N(c1ccccc1)C1CCCCC1
→ ? | -65* | -5% | -2% | -30% | -38%[inhibitor] | ? | 11% | i
#33 O=C(OCCN1CCOCC1)c1ccc2c(c1)OCCO2
→ -8% | -3 | -2% | -17% | 6% | -14% | 3% | -3% | i
#34 O=C(CNC(=O)c1ccc(Cl)cc1)NNc1c(F)c(F)cc(F)c1F
→ -10% | 2 | 9% | -2% | -8% | 0% | -5% | 2% | i
#35 Cc1cc(C)nc(SCC(=O)NCC2COc3ccccc3O2)n1 (stereo unspecified)
→ 1% | -14 | -2% | -4% | 4% | 2% | -7% | -1% | i
#36 COc1cc(NC(=O)CSc2ccc(-c3cccnc3)nn2)cc(OC)c1
→ -17% | -5 | 18% | -1% | 20% | -18% | 14% | 1% | i
#37 Cc1ccc(F)c(C(=O)N2CCCC(C)(C(=O)NS(=O)(=O)C3CC3)C2)c1F (stereo unspecified)
→ 14% | 1 | -1% | -6% | -20% | i | 17% | 0% | i
#38 COc1ccc(CN=Cc2[nH]c3ccc(Br)c(Cl)c3c2O)cc1
→ -6% | -74* | 22% | -32% | 12% | i | 0% | 0% | nt
#39 O=C1CCSc2ccc(S(=O)(=O)Nc3cccc(C(F)(F)F)c3)cc2N1
→ 0% | nt | 2% | 6% | 6% | -11% | ? | 5% | nt
#40 COc1cccc(-c2cnc(C(O)c3ccc(SC)cc3)[nH]2)c1 (stereo unspecified)
→ 17% | -25 | -6% | 11% | -23% | -37%[inhibitor] | 21% | -1% | i

Ten structures out of the list, arranged by molecular weight, lowest first.
Each structure is followed by: TDP-43 yeast inh | DRD3 antagonist | GLP-1R agonist | Abeta yeast res | FUS suppressor | PTHR1 ag | GLP1R inv ag | aSyn rescue | Akt phos inh
#28 O=c1cc(O)c2ccc(O)cc2o1
→ 14µM* | -3 | -3% | -46%[inhibitor] | -25% | -1% | -4% | ? | i
#33 O=C(OCCN1CCOCC1)c1ccc2c(c1)OCCO2
→ -8% | -3 | -2% | -17% | 6% | -14% | 3% | -3% | i
#40 COc1cccc(-c2cnc(C(O)c3ccc(SC)cc3)[nH]2)c1 (stereo unspecified)
→ 17% | -25 | -6% | 11% | -23% | -37%[inhibitor] | 21% | -1% | i
#31 COCc1nc2ccccc2n1Cc1ccc(Br)cc1
→ 2% | 12 | 13% | 25% | 9% | -39%[inhibitor][57.5 µM] | ? | 17% | i
#35 Cc1cc(C)nc(SCC(=O)NCC2COc3ccccc3O2)n1 (stereo unspecified)
→ 1% | -14 | -2% | -4% | 4% | 2% | -7% | -1% | i
#34 O=C(CNC(=O)c1ccc(Cl)cc1)NNc1c(F)c(F)cc(F)c1F
→ -10% | 2 | 9% | -2% | -8% | 0% | -5% | 2% | i
#29 CCOC(=O)C1=C(CSCC(=O)OC)NC(=O)NC1c1cc(C)ccc1C (stereo unspecified)
→ -15% | 13 | 0% | -8% | 25% | ? | 0% | 13% | i
#38 COc1ccc(CN=Cc2[nH]c3ccc(Br)c(Cl)c3c2O)cc1
→ -6% | -74* | 22% | -32% | 12% | i | 0% | 0% | nt
#37 Cc1ccc(F)c(C(=O)N2CCCC(C)(C(=O)NS(=O)(=O)C3CC3)C2)c1F (stereo unspecified)
→ 14% | 1 | -1% | -6% | -20% | i | 17% | 0% | i
#39 O=C1CCSc2ccc(S(=O)(=O)Nc3cccc(C(F)(F)F)c3)cc2N1
→ 0% | nt | 2% | 6% | 6% | -11% | ? | 5% | nt

Only part of the results is shown; count on the stated rates, not on these rows.
